Assay outcomes (PubChem BioAssay)
FEN1 inhibitor = inhibitors of human flap endonuclease 1; Recombinant FEN1 flap cleavage, fluorescence, 15 min; 0.35% of 390,000 active; Potency, µM (series often up to 114 µM), without a hit: at the top dose activity change, negative = inhibition, usual class: inhibitors; P39748; also: nearly all actives have a fitted effect of over 65% in size
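Compounds are tested as a concentration series against 10 nM FEN1; after a 15 min room-temperature preincubation, 50 nM substrate starts cleavage, with plate reads at 0 and 15 min. Normalized responses are fitted by a Hill equation.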
N370S GC = inhibits or activates N370S mutant glucocerebrosidase; P04062; N370S GC spleen homogenate, 4MU-glucoside fluorescence; Potency, µM (titrated, usually from 59.4 µM), for inactives: at the highest dose activity change, negative = inhibition, usual class: inhibitors; 0.092% of 330,000 active; AID 2101;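 also: 0% = full enzyme activity and -100% = no enzyme basal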
KAT2A inh = inhibitors of human GCN5L2 histone acetyltransferase | Q92830 | GCN5L2 HAT assay, ThioGlo1 CoA-SH fluorescence | Potency, µM (series often up to 58.9 µM), for the others: at the top dose activity change, negative = inhibition, actives largely listed as inhibitors | 0.21% of 390,000 active
Target sequence (Q92830 whole entry, looked up): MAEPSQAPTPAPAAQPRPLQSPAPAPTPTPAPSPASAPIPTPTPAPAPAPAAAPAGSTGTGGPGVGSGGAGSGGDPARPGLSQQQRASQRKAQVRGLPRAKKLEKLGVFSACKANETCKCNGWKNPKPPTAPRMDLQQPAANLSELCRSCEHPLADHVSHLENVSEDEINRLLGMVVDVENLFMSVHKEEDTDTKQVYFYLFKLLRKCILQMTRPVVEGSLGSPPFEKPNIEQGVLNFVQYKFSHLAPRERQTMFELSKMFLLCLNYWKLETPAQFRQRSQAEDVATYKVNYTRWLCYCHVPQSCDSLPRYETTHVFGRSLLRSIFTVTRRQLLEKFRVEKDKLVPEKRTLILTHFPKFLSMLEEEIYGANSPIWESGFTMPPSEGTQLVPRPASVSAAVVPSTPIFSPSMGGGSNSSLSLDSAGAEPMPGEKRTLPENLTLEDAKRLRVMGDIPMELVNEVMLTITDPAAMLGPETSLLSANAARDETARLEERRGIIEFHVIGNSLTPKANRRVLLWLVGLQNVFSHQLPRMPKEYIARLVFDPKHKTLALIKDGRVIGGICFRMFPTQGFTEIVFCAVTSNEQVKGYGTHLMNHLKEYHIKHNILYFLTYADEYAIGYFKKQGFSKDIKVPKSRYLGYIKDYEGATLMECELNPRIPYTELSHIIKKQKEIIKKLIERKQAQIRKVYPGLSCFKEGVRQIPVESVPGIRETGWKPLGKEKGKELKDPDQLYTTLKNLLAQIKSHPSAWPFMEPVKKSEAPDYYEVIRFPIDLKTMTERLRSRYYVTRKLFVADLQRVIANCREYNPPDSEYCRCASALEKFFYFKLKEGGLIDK
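Compounds, pin-transferred from DMSO stocks, meet 20nM GCN5L2 for 15 min before the reaction begins with H3(1-25) peptide (75uM) and acetyl-CoA (70uM). Thiol-reactive ThioGlo1 reports CoA release over 20 min at room temperature.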
* = called active by the depositor; ? = inconclusive; . = not tested or not shown; [ ] = dose if it differs, or a comment. Calls follow the shape of the dose curve; as a rule, active = well fitted curve in the direction sought with a large enough effect; inconclusive = small, poorly fitted or top-dose-only effect, or another doubt; inactive = no such curve, though single readings can be large; an effect the other way counts as inactive or inconclusive. Unless noted, % is scaled to controls: 0 for no effect and ±100 for the full control effect; potency is read from the fitted curve at half-maximal effect. This is a random part of the collection; overall some 0.54% were active at least once.

SMILES | FEN1 inhibitor | N370S GC | KAT2A inh
CC(=O)N1c2ccc(S(=O)(=O)NCC3CCC(C(=O)NC4CCCCC4)CC3)cc2CC1C (stereo not drawn) | 6% | -22% | -19%
COc1cc(N)c(Cl)cc1C(=O)OCC(=O)N1CCCCCC1 | -7% | . | -3%
CC(=O)Nc1ccc(S(=O)(=O)Nc2nc(C)cc(-n3nc(C)cc3C)n2)cc1 | 1% | -6% | 1%
Cc1cccc(C(=O)Nc2cccc(Br)c2)c1[N+](=O)[O-] | 10% | -16% | -4%
Cc1sc(NC(=O)c2cc(-c3ccc(Cl)cc3)nc3ccccc23)c(C(N)=O)c1C | -4% | 5% | ?
N#Cc1cccc(NC(=O)CCNS(=O)(=O)c2ccc3[nH]c(=O)oc3c2)c1 | -1% | -2% | 1%
NC(=O)c1oc2ccccc2c1NC(=O)c1ccccc1 | -7% | -9% | 0%
CN1CCc2c(sc(NC(=O)C3CCN(S(=O)(=O)c4cccs4)CC3)c2C(N)=O)C1 | ? | -1% | -1%
CCCS(=O)(=O)N1CC(=O)N(c2ccc(C)cc2)C(C)(C(=O)NC2CCCCCC2)C1 (stereo not drawn) | 0% | . | 2%
COc1ccc(-c2nc(Cn3c(SCc4cccc(F)c4)nc4ccncc43)c(C)o2)cc1OC | -20% | -9% | -6%
CC(C)On1c(SC(C)C)nc2ccccc2c1=O | -4% | 3% | 0%
CC1CN(C(=O)C2CCCCC2)C(C)CN1C(=O)C1CCCCC1 (stereo not drawn) | -2% | 9% | 3%
Cc1nn(-c2ccccc2)c2c1C(O)n1c(nc3ccccc31)S2 (stereo not drawn) | -9% | -4% | -1%
Cc1ccc(C(=O)C(C)OC(=O)C2=COCCO2)cc1C (stereo not drawn) | 2% | -17% | -2%
CC(C)(C)C(=O)NC(=S)N1CCc2ccccc21 | -1% | 2% | -4%
O=C(Nc1ccc(Br)cc1F)c1cc(S(=O)(=O)NC2CCCC2)ccc1F | 16% | . | 2%
N/C(=N\OC(=O)Cc1ccc(Cl)cc1)c1ccccn1 | -2% | -5% | 0%
CC(C)Oc1ccc(CN2CCc3nc(Nc4ccc5c(c4)OCCO5)ncc3C2)cc1 | -17% | . | -8%
COc1cc(C(F)(F)F)ccc1C(=O)NCCc1ccco1 | -14% | 3% | ?
CNC(=O)c1sccc1S(=O)(=O)Cc1c(Cl)cccc1Cl | -5% | 5% | -4%
COc1ccc(C(=O)NC(c2ccc(Cl)cc2)c2cc(Cl)c3cccnc3c2O)cc1 (stereo not drawn) | -12% | . | 2%
COc1ccccc1CCNC(=O)C1CCC(=O)N(Cc2cccc(F)c2)C1 (stereo not drawn) | 2% | 0% | -14%
CSc1ccc(CN2CCSCC2)cc1 | 7% | -10% | 3%
COc1ccccc1CNC(=O)CCNC(=O)c1ccco1 | 1% | 0% | -1%
CCOC(=O)c1cccc(NC(=O)c2cc(S(=O)(=O)N3CCCCCC3)cn2C)c1 | -2% | . | 0%
Remaining list, next part
SMILES | FEN1 inhibitor | N370S GC | KAT2A inh
O=C(Nc1cccc(-n2cnnn2)c1)c1ccccc1Br | 4% | -10% | -6%
COC(=O)c1cc(C#N)c(N2CCOCC2)nc1C | -3% | 9% | -1%
Cc1c(-c2nnc(-c3ccc(C(F)(F)F)cc3)o2)cnn1-c1ccccc1 | -1% | 0% | 1%
O=C(Cn1cc(S(=O)(=O)Cc2ccccc2F)c2ccccc21)Nc1ccc(F)c(Cl)c1 | ? | . | -6%
C=CCn1c(=S)[nH]c2ccccc2c1=O | 7% | 7% | -9%
CCCCC(CCC(=O)O)(C(=O)OCC)c1csc(Nc2ccccc2)n1 (stereo not drawn) | 0% | -6% | 2%
COc1ccc(C(=O)N2CCC3(CCCN(Cc4ccc(C#N)cc4)C3)CC2)cc1 | . | -22% | 1%
Cc1csc(SC(C)C(=O)Nc2ccc(F)cc2Cl)n1 (stereo not drawn) | -8% | . | -1%
O=C(O)C1CCCCC1C(=O)Nc1ccc2c(c1)CCC2 (stereo not drawn) | 1% | 4% | -6%
CCOc1ccc(C(C)=O)cc1Cc1c(O)nc(N)[nH]c1=O | . | -4% | 0%
O=C(NNC(=O)C1C2CCC(C2)C1C(=O)O)c1ccc(Cl)cc1 (stereo not drawn) | 2% | 2% | 0%
CCN(CC(O)COCc1ccc(Cl)cc1)C1CCCCC1 (stereo not drawn) | 4% | -2% | 0%
Cc1ccc(C2CCN(C(=S)Nc3cccc(Cl)c3)C2)cc1 (stereo not drawn) | -1% | 0% | -4%
COc1ccc(OCCOc2ccc(C)nc2[N+](=O)[O-])cc1 | -3% | -6% | -3%
CCCN(CCC)S(=O)(=O)c1ccc(C(=O)Nc2ccc(OCC(=O)N3CCOCC3)cc2)cc1 | -16% | 9% | 5%
CC1CCN(c2cc(=O)n(C3CCCCC3)c(=O)[nH]2)CC1 | -14% | 8% | 2%
CCOc1ccccc1N1CCN(Cc2cnc(-c3ccccc3)[nH]2)CC1 | 2% | -4% | -1%
Cc1ccc(C(=O)N/C(=C\c2ccc(Cl)cc2)C(=O)NCCCN2CCOCC2)cc1 | -1% | 5% | -1%
Cc1cc(-c2ccc(C(C)C)c(S(=O)(=O)N3CCN(c4ccccc4)CC3)c2)on1 | 12% | -3% | -11%
C#C[C@@]1(O)CC[C@@H]2[C@@H]3CCC4=CC(=O)CC[C@@H]4[C@H]3CC[C@]21C | . | -2%[21.6 µM] | 9%[21.4 µM]
CCN(CC)c1ccc2cc(C(=O)O)c(=O)oc2c1 | -4% | -3% | -28%
C=CCN1C(=O)c2ccc(C(=O)NCCc3ccc(OC)c(OC)c3)cc2C1=O | -2% | -1% | -10%
CCOc1ccc(NC(=O)COc2ccc3c(c2)OCO3)cc1 | -6% | -3% | 1%
Cc1c(Cl)cccc1NC(=S)N1CCN(c2ccccn2)CC1 | 10% | 4% | 2%
CCc1ccc(N=C2NC(=O)/C(=C/c3cc(OC)c(O)c(OC)c3)S2)cc1 | ? | -2% | -5%
Next section:
SMILES | FEN1 inhibitor | N370S GC | KAT2A inh
O=C(NC1CCCCC1)c1c2c(nc3ccccc13)CCC2 | -9% | -8% | ?
N/C(Cc1ccc(Cl)c(Cl)c1)=N\OC(=O)c1cccs1 | -16% | 0% | ?
N#Cc1c(NC(=O)c2cc3nc(-c4ccc(Br)cc4)cc(C(F)(F)F)n3n2)sc2c1CCCC2 | 2% | . | -7%
CSC1CCCCC1(O)CSc1nc2c(cc1C#N)CCCC2 (stereo not drawn) | 1% | 27% | -23%
Cc1ccc(S(=O)(=O)/N=C(/NC(=S)Nc2cccc(C)c2)c2ccccc2)cc1 | 11% | 28% | -6%
O=C(Cn1nc(Cl)nc1Cl)c1ccc([N+](=O)[O-])cc1 | 14% | -3% | -1%
COc1ccc(NC(=O)Nc2nnc(CC(=O)Nc3ccccc3)s2)cc1 | 5% | -13% | 5%
COc1ccc(-c2nnc(SCC(=O)N(C)Cc3ccccc3)o2)cc1OC | -9% | . | -14%
CC(C)C[C@H](NC(=O)N1CCCCCC1)C(=O)O | 14% | 0% | -3%
CCN1CCOC(CC(=O)Nc2cccc([N+](=O)[O-])c2)C1=O (stereo not drawn) | 0% | -3% | 1%
COc1ccc(S(=O)(=O)N2CCN(CCC(=O)Nc3ccc(F)cc3)CC2)cc1 | 7% | 0% | -3%
CC(=O)Nc1ccc(NC(=O)CSc2nccn2Cc2ccc3c(c2)OCO3)cc1 | -12% | . | -2%
COc1ccc(NC(=O)CCS(=O)(=O)c2nc(-c3ccc4c(c3)OCO4)cc(C(F)(F)F)n2)c(OC)c1 | -15% | . | -17%
CC(C(=O)Nc1ccc2c(c1)OCO2)N(c1ccc(Cl)cc1)S(C)(=O)=O (stereo not drawn) | 7% | -2% | ?
CC(=O)CSc1nc2c(c(=O)[nH]c(=O)n2C)n1CCCc1ccccc1 | 7% | 1% | -10%
O=C1C(Cc2cccc([N+](=O)[O-])c2)S/C(=N/N=C/c2ccco2)N1c1ccccc1 (stereo not drawn) | 3% | 5% | -5%
COc1ccc(S(=O)(=O)N2CCOCC2)cc1NC(=O)CSc1ccc(F)cc1 | -19% | . | -17%
O=C(Nc1ccccc1C(F)(F)F)c1cc(S(=O)(=O)N2CCOCC2)ccc1F | 0% | 10% | 3%
CC(=O)Nc1ccccc1NC(=O)C/C(C)=N/NC(=O)c1ccccn1 | -14% | -12% | 2%
COc1ccc(N2CC(C(=O)O)CC2=O)cc1 (stereo not drawn) | -9% | 3% | 1%
O=c1[nH]c(-c2ccc3c(c2)OCO3)nc2c1sc(=S)n2-c1ccccc1 | -1% | 0% | -18%
Cc1cc(-n2cnc(-c3cn[nH]c3C)n2)no1 | -7% | 5% | -5%
O=C(Nc1ccc(F)cc1)Nc1ccc(Cl)cn1 | -3% | 24% | 1%
CCN(c1ccc(OC)cc1)S(=O)(=O)c1ccc2[nH]c(=O)ccc2c1 | -2% | . | -5%
CCOC(=O)c1cc(-c2ccccc2)sc1NC(=O)C(C)OC(=O)c1cccc(S(=O)(=O)N(C)C)c1 (stereo not drawn) | 7% | 8% | 0%
Cc1ccc(C)c(NC(=O)Cn2c(=O)ccc3cc(S(=O)(=O)N4CCCC4)ccc32)c1 | -8% | . | 2%
Cc1ccc(C)c(S(=O)(=O)NCCOc2nc(NC(C)C)nc(NC(C)C)n2)c1 | -13% | -7% | 0%
CC(=O)N1N=C(c2cccc(O)c2)CC1c1cccs1 (stereo not drawn) | -4% | -7% | -12%
CCOC(=O)C1CCCN(/C=C2\SC(=S)N(CC)C2=O)C1 (stereo not drawn) | -1% | ? | 1%
CCOc1ccc2nc(NC(=O)CSc3nc(SC)ns3)sc2c1 | -4% | 5% | -5%

Filtered by structure, the entries above containing four or more nitrogen atoms.
SMILES | FEN1 inhibitor | N370S GC | KAT2A inh
CC(=O)Nc1ccc(S(=O)(=O)Nc2nc(C)cc(-n3nc(C)cc3C)n2)cc1 | 1% | -6% | 1%
N#Cc1cccc(NC(=O)CCNS(=O)(=O)c2ccc3[nH]c(=O)oc3c2)c1 | -1% | -2% | 1%
CN1CCc2c(sc(NC(=O)C3CCN(S(=O)(=O)c4cccs4)CC3)c2C(N)=O)C1 | ? | -1% | -1%
COc1ccc(-c2nc(Cn3c(SCc4cccc(F)c4)nc4ccncc43)c(C)o2)cc1OC | -20% | -9% | -6%
Cc1nn(-c2ccccc2)c2c1C(O)n1c(nc3ccccc31)S2 (stereo not drawn) | -9% | -4% | -1%
CC(C)Oc1ccc(CN2CCc3nc(Nc4ccc5c(c4)OCCO5)ncc3C2)cc1 | -17% | . | -8%
O=C(Nc1cccc(-n2cnnn2)c1)c1ccccc1Br | 4% | -10% | -6%
Cc1c(-c2nnc(-c3ccc(C(F)(F)F)cc3)o2)cnn1-c1ccccc1 | -1% | 0% | 1%
CCOc1ccccc1N1CCN(Cc2cnc(-c3ccccc3)[nH]2)CC1 | 2% | -4% | -1%
Cc1c(Cl)cccc1NC(=S)N1CCN(c2ccccn2)CC1 | 10% | 4% | 2%
N#Cc1c(NC(=O)c2cc3nc(-c4ccc(Br)cc4)cc(C(F)(F)F)n3n2)sc2c1CCCC2 | 2% | . | -7%
O=C(Cn1nc(Cl)nc1Cl)c1ccc([N+](=O)[O-])cc1 | 14% | -3% | -1%
COc1ccc(NC(=O)Nc2nnc(CC(=O)Nc3ccccc3)s2)cc1 | 5% | -13% | 5%
CC(=O)Nc1ccc(NC(=O)CSc2nccn2Cc2ccc3c(c2)OCO3)cc1 | -12% | . | -2%
CC(=O)CSc1nc2c(c(=O)[nH]c(=O)n2C)n1CCCc1ccccc1 | 7% | 1% | -10%
O=C1C(Cc2cccc([N+](=O)[O-])c2)S/C(=N/N=C/c2ccco2)N1c1ccccc1 (stereo not drawn) | 3% | 5% | -5%
CC(=O)Nc1ccccc1NC(=O)C/C(C)=N/NC(=O)c1ccccn1 | -14% | -12% | 2%
Cc1cc(-n2cnc(-c3cn[nH]c3C)n2)no1 | -7% | 5% | -5%
Cc1ccc(C)c(S(=O)(=O)NCCOc2nc(NC(C)C)nc(NC(C)C)n2)c1 | -13% | -7% | 0%
CCOc1ccc2nc(NC(=O)CSc3nc(SC)ns3)sc2c1 | -4% | 5% | -5%
